TbREL1 inh: TbREL1 inhibition, primary screen. P86926. TbREL1 RNA ligation, FRET fluorescence. inhibition, % at 9.66 µM. 89,000 compounds, 0.49% hits. AID 1117264;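 active = inhibition above the mean inhibition across all screened compounds plus 3 SD, cut at about 11% in these data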;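 also: 0% = plate median of test wells and 100% = NSC42067 control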
Target sequence (P86926 whole entry, looked up): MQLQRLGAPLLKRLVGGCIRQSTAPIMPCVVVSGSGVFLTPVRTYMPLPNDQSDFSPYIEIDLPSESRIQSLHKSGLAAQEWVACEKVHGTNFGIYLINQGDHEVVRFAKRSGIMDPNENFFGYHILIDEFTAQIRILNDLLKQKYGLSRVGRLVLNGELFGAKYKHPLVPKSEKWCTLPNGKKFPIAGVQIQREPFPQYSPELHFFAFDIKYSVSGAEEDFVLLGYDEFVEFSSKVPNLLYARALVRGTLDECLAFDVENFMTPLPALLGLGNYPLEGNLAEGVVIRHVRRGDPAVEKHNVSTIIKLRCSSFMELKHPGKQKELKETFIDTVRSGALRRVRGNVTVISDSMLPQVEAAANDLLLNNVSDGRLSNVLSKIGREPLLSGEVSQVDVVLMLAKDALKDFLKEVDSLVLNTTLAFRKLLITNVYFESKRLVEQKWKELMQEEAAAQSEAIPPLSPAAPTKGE
The depositor's hits bear a star.

TbREL1 inh,Structure
-1,O=C(CCN1C(=O)[C@@H]2Cc3ccccc3CN2C1=O)NCc1ccccc1Cl
5,Cc1ccc(-c2cc(-c3nnc(SCc4cccc5ccccc45)n3N)[nH]n2)cc1
-3,CCc1cccc(NC(=O)CN(C)S(=O)(=O)c2cccc3cccnc23)c1
1,COc1ccc(/C=N/NC(=O)CNC(=O)/C=C/c2ccccc2OC)cc1
-1,O=C(Nc1cccc(C(=O)O)c1)/C(=C\C=C\c1ccccc1)NC(=O)c1ccccc1
0,CCCn1nnnc1SCC(=O)N1CCCC1
-1,CCOC(=O)c1cc2c(ccn2C)n1CC(=O)N(Cc1ccccc1)c1ccc(F)cc1
0,Cc1ccc(S(=O)(=O)N2CCN=C2c2ccccc2)cc1C
5,Cn1c(=O)c2nc(-c3ccc(Cl)cc3Cl)oc2c2ccccc21
-4,CNC(=S)N/N=C/c1c(C)nn(-c2ccccc2)c1Cl
0,CC1(C)Cc2c(sc(NC(=O)c3ccccc3)c2C(=O)O)CO1
-1,COc1ccccc1C(=O)O/N=C(\c1ccccc1)c1ccncc1
1,Cc1ccc(C(=O)Nc2nc(=O)n(C(=O)c3ccccc3C)s2)cc1
-3,CCc1nc2c(OCc3ccc(F)cc3)cccn2c1N(C)C(=O)COc1ccccc1
-3,Cc1nc(C)c(C(=O)Nc2ccc(Oc3ccccc3)cc2)o1
0,CCN(C(=O)COc1ccccc1[N+](=O)[O-])C1CCS(=O)(=O)C1 (configuration not stated)
6,Cc1cc(F)ccc1C(O)c1ncc(-c2ccc3ccccc3c2)[nH]1 (configuration not stated)
1,O=C(Nc1ccc2c(c1)OCCO2)N1CCN(c2ccc(F)cc2)CC1
1,COc1ccccc1CNC(=O)N1CCN(c2ccccc2C)CC1
0,O=C(CSc1nnc2ncccn12)N1CCCCCC1
2,COc1cc(/C=N/NC(=S)Nc2cccc(Cl)c2C)ccc1OCC(=O)N1CC(C)OC(C)C1 (configuration not stated)
4,Cc1sc2nc(SCC(=O)c3ccc(O)c(O)c3)n(C)c(=O)c2c1C
3,OCCN(CCO)CC(O)COc1ccc2c(c1)OCO2 (configuration not stated)
4,CCOCCCNC(=O)/C(C#N)=C/c1ccc(C)o1
-1,NS(=O)(=O)c1ccc(CCNC(=S)NC2CCCCC2)cc1
1,CC(NC(=O)c1noc2c1CCCCC2)c1ccccc1 (configuration not stated)
-2,O=C(Nc1ccc(N2CCOCC2)cc1)Nc1ccc(Cl)c(Cl)c1
4,Cc1ccc(C(=O)Nc2nc(-c3ccc4c(c3)OCCO4)cs2)o1
3,O=C(O)c1ccc(N2C(=O)CSC2=S)cc1
-3,COc1cccc(Cn2cc(/C=N/NC(=O)c3cc(O)cc(O)c3)c3ccccc32)c1

Given as labelled records: entries from further up
> CCOCCCNC(=O)/C(C#N)=C/c1ccc(C)o1
- TbREL1 inh: 4
> NS(=O)(=O)c1ccc(CCNC(=S)NC2CCCCC2)cc1
- TbREL1 inh: -1

Sorted by value in TbREL1 inh (low to high): some entries from above
TbREL1 inh,Structure
-3,COc1cccc(Cn2cc(/C=N/NC(=O)c3cc(O)cc(O)c3)c3ccccc32)c1
-1,NS(=O)(=O)c1ccc(CCNC(=S)NC2CCCCC2)cc1
0,CCN(C(=O)COc1ccccc1[N+](=O)[O-])C1CCS(=O)(=O)C1 (configuration not stated)
1,COc1ccccc1CNC(=O)N1CCN(c2ccccc2C)CC1
5,Cn1c(=O)c2nc(-c3ccc(Cl)cc3Cl)oc2c2ccccc21

Remaining list, next part:
TbREL1 inh,Structure
-2,COCCN1C(=O)N[C@@H](c2ccccc2)C(C(C)=O)=C1C
-1,COc1ccc(NC(=O)C2CCN(C(=O)C3CC(=O)N(c4ccc(C)cc4)C3)CC2)cc1 (configuration not stated)
-2,COc1ccccc1CNC(=O)COc1ccc(S(=O)(=O)N2CCCC2)cc1
1,CCCCCn1c(=O)[nH]c2cc(C(=O)N3CCN(c4ccccc4F)CC3)ccc2c1=O
8,Cc1nnc2c3ccccc3c(-c3ccccc3)nn12
0,NC(=O)c1ccc(NC(=O)COC(=O)C2CCN(S(=O)(=O)c3cccs3)CC2)cc1
-3,CCN1/C(=C/c2cc[n+](C)cc2)C=Cc2cc(C)ccc21
8,CC(=O)NC1=NN(C(C)=O)C(C)(c2ccccn2)S1 (configuration not stated)
-1,CC(=O)Nc1ccc(NC(=O)COC(=O)/C=C/c2ccc3c(c2)OCO3)cc1
-5,CCCN(CC1CC1)C(=O)CCc1nnc(C(OC)c2ccccc2)o1 (configuration not stated)
6,COc1cc(OC)c(OC)cc1CCC(C)NCCC(c1ccccc1)c1ccccc1 (configuration not stated)
-1,Cc1cc(C)n(-c2c(F)c(F)c(CN3CCOCC3)c(F)c2F)n1
0,Cn1c(Sc2ccc(C(=O)O)cc2[N+](=O)[O-])nnc1-c1ccccc1
-2,COC(=O)c1ccc(C2/C(=C(\O)c3ccc4c(c3)OCCO4)C(=O)C(=O)N2CCCN(C)C)cc1 (configuration not stated)
-1,Cc1ccc(C(=O)NC2CC2)cc1S(=O)(=O)N1CCOCC1
0,Cc1ccc(CNC(=O)c2ccccc2NC(=O)CN2CCN(C)CC2)cc1
1,O=C1NCCN(CC2CCN(CCC3CCCC3)CC2)C1=O
1,CN(Cc1cccnc1)C(=O)c1cc(COc2ccc3ncccc3c2)on1
5,N=c1n(CCO)c2ccccc2n1CCN1CCCCC1
-3,COc1ccccc1CCC(=O)Nc1ccc2c(c1)c(=O)n(C)n2C
2,Cc1cc(=O)n2c(n1)NC(=NCc1ccccc1)NC2c1ccccc1 (configuration not stated)
4,C[C@@H](CC#N)CN1CC[C@H](C(C)(C)C)CCC1=O
-2,Cc1ccc(-c2noc(CSc3nnc(-c4ccccc4)n3C)n2)cc1
-3,CCCCCCn1c(N(CC)CC)nc2c1c(=O)[nH]c(=O)n2C
-1,CC(C)c1ccc(-c2nn(-c3ccccc3)cc2C(=O)NCC2CCCO2)cc1 (configuration not stated)
-2,CNc1nc(-c2ccc(OC)cc2)c(-c2ccc(OC)cc2)s1
4,COc1ccc(-c2nnc3sc(-c4ccccc4OC)nn23)cc1
0,CC(=NCCCN(C)C)C1=C(O)c2ccccc2C1=O
-1,CC(C)(C)SCCNS(=O)(=O)c1ccc(C#N)cc1
1,Cc1ccc(NC(=O)NN2CCN(C)CC2)cc1C
-1,Cc1cc(C(=O)Nc2c(C)cccc2C)n(-c2ccccc2)n1
-1,COc1ccc(-c2nc(C#N)c(NCC3CCCO3)o2)cc1 (configuration not stated)
1,COC(=O)c1ccc([C@H]2C=C(C(=O)O)O[C@@H](OCc3ccc(CO)cc3)C2)cc1
1,COc1ccc2nc(SCC(=O)NC3(C#N)CCCCC3)[nH]c2c1
8,COc1cc(C(=O)Nc2ccc3c(c2)N(C(=O)CCN(C)C)c2ccccc2CC3)cc(OC)c1OC
-1,O=C(Cn1c(=O)oc2ccccc21)N1CCCCC1
4,COc1ccc(Cl)cc1NC(=O)CC(=O)Nc1cc(Cl)ccc1OC
-4,COc1ccccc1C(=O)NCC(C)(C)CN=C1NS(=O)(=O)c2ccccc21
1,CC(CC(=O)O)C(=O)c1ccc(Cl)c([N+](=O)[O-])c1 (configuration not stated)
-5,O=C(Cn1c(=O)oc2ccccc21)N1CCN(c2ccccc2)CC1
-1,CC(=O)Nc1ccc(S(=O)(=O)NNC(=O)COc2ccc(C(C)(C)C)cc2)cc1
2,C[C@@H]1CN([C@H](C)CO)S(=O)(=O)c2ccc(C#Cc3ccccc3)cc2O[C@H]1CN(C)C(=O)Nc1ccc2c(c1)OCO2
4,Cc1ccc(NC(=O)CN(C)C(=O)COc2ccc(Br)cc2)cc1
0,S=c1[nH]nc(-c2cccnc2)n1/N=C/c1cccs1
0,CCn1cnc2c1c(=O)n(CC(=O)Nc1ccc(C(N)=O)cc1)c(=O)n2Cc1ccccc1
-2,COc1cc(CN2C(=O)C(C)ON=C2c2ncccc2C)cc(OC)c1 (configuration not stated)
-3,O=C(N/N=C/c1cccc(O)c1)c1ccc(COc2cccc3cccnc23)cc1
1,c1ccc(-c2onc(-c3ccco3)c2-c2ccc3[nH]ccc3c2)cc1
-1,CN(CCC#N)C(=O)COC(=O)c1ccccc1C(=O)c1ccc(Cl)c([N+](=O)[O-])c1
4,Cc1cc(CNC(=O)C2(C(F)(F)F)CC(CCCO)CCCO2)nn1C (configuration not stated)
0,COc1ccccc1OCC(=O)N1CCNC1=O
-8,CCN(CC)c1ccc2c(c1)OC(N)=C(C#N)C2c1cccnc1 (configuration not stated)
3,COc1cc(-c2nc3n(n2)C(c2cccc(OC)c2OC)C2=C(CCCC2=O)N3)cc(OC)c1OC (configuration not stated)
2,Cc1ccc(OCC(=O)Sc2ccc(C)cc2)cc1
-6,Cc1ccccc1NC(=O)CC1(c2ccc(N(C)C)cc2)C(=O)c2ccccc2C1=O
0,CCC(=O)Nc1nnc(S(=O)(=O)N2CCCc3ccccc32)s1
10,Cc1nnsc1C(=O)NC(C)c1ccccc1 (configuration not stated)
2,Cc1nc(SCC(=O)Nc2c(C)n(C)n(-c3ccccc3)c2=O)[nH]c(=O)c1C
-1,CS(=O)(=O)c1cccc(C(=O)NC(c2ccccc2)c2ccccc2)c1
-1,COCCn1c(SCC(=O)N2CCCC2)nnc1C(C)C

In another format: entries from further up
> S=c1[nH]nc(-c2cccnc2)n1/N=C/c1cccs1
  TbREL1 inh: 0

> CCn1cnc2c1c(=O)n(CC(=O)Nc1ccc(C(N)=O)cc1)c(=O)n2Cc1ccccc1
  TbREL1 inh: 0

> COc1cc(CN2C(=O)C(C)ON=C2c2ncccc2C)cc(OC)c1 (configuration not stated)
  TbREL1 inh: -2

New compounds follow:
TbREL1 inh,Structure
5,O=C(CN1CCCCCC1)Nc1ccccc1Cl
-7,COc1cc(-c2n[nH]c(=S)n2-c2cc(C(F)(F)F)ccc2Cl)cc(OC)c1OC
-2,OC1CCN(c2ncnc3c2nnn3Cc2c(F)cccc2Cl)CC1
-1,O=C(COC(=O)Cc1ccc(-c2ccccc2)cc1)NCc1ccc(F)cc1
-1,N=c1oc2ccc(Cl)cc2cc1C(=O)NC1CCCCCC1
4,CC(C)COC(=O)N(C)C[C@H]1OCc2cn(nn2)CCCC(=O)N([C@@H](C)CO)C[C@@H]1C
0,O=C1NC[C@H](CCCCN2C[C@H](Cc3ccc(O)cc3)N(CCc3ccc(O)cc3)C(=O)C2=O)N(Cc2ccccc2)C1=O
-2,COCCNC(=O)C1(C)CCCN(Cc2cn(C)c3ccccc23)C1 (configuration not stated)
2,COc1cc(C2Nc3ccc4ncccc4c3C3=C2C(=O)CCC3)ccc1O (configuration not stated)
-1,O=C(NCCNC(=O)c1cccs1)c1ccco1
5,CCC(C)N1C(=O)C2C(C(=O)Nc3cccc(OC)c3)C3C=CC2(O3)C1C(=O)NC1CCCCC1C (configuration not stated)
-1,COc1ccccc1NC(=O)CSc1nc2n[nH]c(C)c2c(=N)n1-c1ccccc1Cl
-1,c1ccc2[nH]c(Cn3nnc4ccccc43)nc2c1
3,COc1ccc(CN2CCC(CNC(=O)NCc3ccccc3)CC2)cc1
-2,CNC(=O)c1sccc1SCc1ccc(Cl)cc1Cl
0,CNC(C)C(=O)NC(C(=O)N1CCCC1C(=O)NC1CCCc2ccccc21)C(C)C (configuration not stated)
0,Cc1ccc(C(=O)COC(=O)C2CC3CCCC(C2)C3=O)cc1[N+](=O)[O-] (configuration not stated)
0,CC(=O)NCc1ccc(-c2nc3ccccc3s2)cc1
0,Cc1occc1C(=O)NCc1ccc(C(=O)O)o1
-1,O=C(CCc1ccccc1)NNC(=O)COc1ccccc1
-2,COc1cccc(N2CC(C(=O)Nc3nnc(SCC(=O)NCc4ccco4)s3)CC2=O)c1 (configuration not stated)
-3,COc1ccc2c(c1)CCCN2C(=O)C1CCCN(S(=O)(=O)c2cccs2)C1 (configuration not stated)
4,Fc1ccc(CNc2cnccn2)cc1
3,O=C(NCc1ccncc1)NC12CC3CC(CC(C3)C1)C2
-6,CCOc1cc(N2CCOCC2)c(OCC)cc1NC(=O)CSc1ncccn1
0,Cc1ccc(S(=O)(=O)/C(C#N)=C/c2c(N3CC(C)OC(C)C3)nc3c(C)cccn3c2=O)cc1 (configuration not stated)
-6,O=C(NCCCN1CCN(c2ccccc2)CC1)Nc1ccccc1C(F)(F)F
2,CC(=O)c1ccc(NC(=O)CSc2nc(=O)cc(N)n2-c2ccccc2)cc1
-1,Cc1ccc(NC(=O)C2C3C=CC(O3)C2C(=O)O)cc1C (configuration not stated)
1,N#CCCN(C(=O)CSc1nnc(-c2ccncc2)n1C1CC1)c1ccccc1

Looked up one by one from the entries so far (3):
TbREL1 inh,Structure
-1,O=C(CCc1ccccc1)NNC(=O)COc1ccccc1
0,Cc1ccc(S(=O)(=O)/C(C#N)=C/c2c(N3CC(C)OC(C)C3)nc3c(C)cccn3c2=O)cc1 (configuration not stated)
0,Cc1occc1C(=O)NCc1ccc(C(=O)O)o1

(next part)
TbREL1 inh,Structure
-5,CN(CCc1ccccc1)C(=O)c1ccc(NC(=O)Cc2ccc(NC(=O)C3CCCN(C(=O)C4CCC4)C3)cc2)cc1 (configuration not stated)
6,Cc1ccc(/C=C/C2=NN(Cc3ccc(Cl)c(Cl)c3)C(=O)CC2)cc1
-6,O=S(=O)(c1ccc2oc(=S)[nH]c2c1)N1CCOCC1
-1,CCC(=O)Nc1ccc(NC(=O)c2cccc3ccccc23)cc1
0,O=C(NCCNC(=O)c1ccc(Br)o1)c1ccc(Br)o1
1,COc1ccc(NC(=O)COC(=O)CCc2nc3ccccc3c(=O)[nH]2)c(OC)c1
-1,CC(=O)Nc1ccc(C2=CC(=O)C[C@H](c3ccc4c(c3)OCO4)C2)cc1
-2,COc1ccc(OC)c(NC(=O)COc2ccc(S(=O)(=O)N3CCCC3)cc2)c1
-4,Cc1ccc(C)c(S(=O)(=O)N2CCN(CC(=O)NC(=O)NCc3ccccc3)CC2)c1
-8,COc1ccccc1NC(=O)C1=C(C)Nc2nc(-c3ccc(N(C)C)cc3)nn2C1c1ccncc1 (configuration not stated)
-2,Cc1ccc(NC(=O)c2cnc(SCC(=O)NCC3CCCO3)n(C)c2=O)cc1 (configuration not stated)

Screening data as filed in PubChem BioAssay.

Only part of the results is shown; the hit share may differ from the screen's.
